SENP1 FRET inh – human SENP1 catalytic domain inhibitors, primary screen, biochemical, FRET, uHTS | inhibition, % at 10 µM | hit rate 0.21% among 360,000 | recombinant SENP1 catalytic domain, CyPet-SUMO1-YPet FRET cleavage;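 active means inhibition at least 30% at 10 µM, raw YFP signal under a set limit, fluorescence ratio 0.5 to 1.5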;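 further: 0% = enzyme with DMSO and 100% = no enzyme wells; some results filed as inactive read as strong as hits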
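Test system: hSENP1 catalytic domain, recombinant; Amount: 20 pM final SENP1 enzyme; Medium: Tris pH 8 buffer plus EDTA, NaCl, BME, BSA, NP40, catalase; Schedule: 50 min enzyme reaction, room temperature, light-protected; Technique: FRET fluorescence in CFP and YFP emission channels; Controls: no-enzyme wells low, DMSO-plus-enzyme wells high control.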
UBC13 inh – UBC13 polyubiquitin chain formation inhibitors, primary screen, biochemical, TR-FRET, uHTS | Ubiquitin-conjugating enzyme E2 N (Homo sapiens), P61088 | hit rate 0.47% among 330,000 | inhibition, % at 20 µM | AID 485273, 2010; in the data active means inhibition above about 45%, passing the limit was not always enough
PfG6PD inh – PfG6PD enzyme inhibitors, primary screen, biochemical, fluorescence intensity, uHTS; hit rate 0.78% among 350,000; AID 504690, 2011; glucose-6-phosphate dehydrogenase-6-phosphogluconolactonase (Plasmodium falciparum 3D7); inhibition, % at 20 µM; PfGluPho enzyme, NADPH resazurin-diaphorase fluorescence;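 active means inhibition reaching at least a set limit at 20 µM in the primary screen, cut at about 59% in these data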;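 further: 0% = DMSO wells with substrate and 100% = DMSO wells lacking glucose-6-phosphate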
SENP8 block-1 – human SENP8 protease inhibitors, primary screen, biochemical, fluorescence, Nedd8 protein substrate, uHTS; hit rate 0.64% among 360,000; AID 602440, 2012; Sentrin-specific protease 8 (Homo sapiens), Q96LD8; recombinant SENP8; inhibition, % at 20 µM; in the data active means inhibition mostly above about 40%, no sharp cut-off; inactive means mostly below about 27%
SENP8 block-2 – SENP8 protease inhibitors, primary screen, biochemical, luminescence; Sentrin-specific protease 8 (Homo sapiens), Q96LD8; inhibition, % at 10 µM; AID 2540, 2010; hit rate 1.2% among 330,000; purified SENP8, Z-RLRGG-aminoluciferin cleavage; in the data active means inhibition above about 50%
SENP6 inh – SENP6 protease inhibitors, primary screen, biochemical, luminescence, uHTS. hit rate 1.8% among 330,000. Recombinant SENP6 catalytic domain, aminoluciferin luminescence. inhibition, % at 10 µM;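 active means inhibition above about 50% at the single tested dose, limit read from the data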;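 further: plate controls were DMSO wells with enzyme for no effect and DMSO wells lacking enzyme for full effect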
HKDC1 inhibitor – HKDC1 hexokinase inhibitors, primary screen, biochemical, fluorescence, uHTS | recombinant HKDC1, G6PDH/diaphorase resazurin coupled fluorescence | inhibition, % at 20 µM | hit rate 0.16% among 340,000 | AID 493160, 2011;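 active means inhibition above about 35% when tested at 20 µM, limit read from the data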;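 further: plate controls were DMSO wells with enzyme for no effect and DMSO wells lacking enzyme for full effect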
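Test system: HK5 enzyme. Quantity: 5 µg/mL HK5 final. Reagent: glucose and ATP substrates. Schedule: 90 min reaction incubation at room temperature, dark. Technique: resazurin-to-resorufin fluorescence via G6PDH and diaphorase coupling, 525/613 nm. Control set: DMSO wells with and without enzyme mix.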
SENP7 block – SENP7 protease inhibitors, primary screen, biochemical, luminescence, uHTS. Sentrin-specific protease 7 (Homo sapiens), Q9BQF6. recombinant SENP7, Z-RLRGG-aminoluciferin luminescence, 40 min. inhibition, % at 5 µM. hit rate 1.5% among 330,000. AID 434973, 2010;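 active means inhibition above about 50% at the single test dose, limit read from the data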;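 further: plate controls were DMSO with enzyme for no effect and no enzyme buffer wells for full effect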
MIN6 prolif – inducers of MIN6 beta-cell proliferation, primary screen, ATP luminescence, uHTS. hit rate 0.29% among 330,000. MIN6 cells proliferation, ATPlite luminescence, 48 h; cells starved in 0.2% serum; 100% = growth in 10% serum. proliferation, % at 10 µM;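 active means compounds whose signal lies at least 3.5 SD above the mean of all wells on their plate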;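 further: 0% = DMSO-treated cells in low-serum medium and 100% = 10% serum control; some compounds called inactive have numbers as strong as hits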
* hit, by the source's call; i = inactive; . = not tested or not shown.

SMILES	SENP1 FRET inh	UBC13 inh	PfG6PD inh	SENP8 block-1	SENP8 block-2	SENP6 inh	HKDC1 inhibitor	SENP7 block	MIN6 prolif
N#CCC(=O)Nc1ccc(C(=O)OCC(=O)Nc2cccc(C(F)(F)F)c2)cc1	-14	-16	0	2	-12	1	12	-10	-4
N=c1n(CCN2CCCCC2)c2ccccc2n1CC(O)c1ccco1 (stereo not drawn)	0	0	-8	1	6	7	-3	-2	-4
O=C(c1ccc(N2CCCC2=O)cc1)N1CCN(c2ccccc2Cl)CC1	2	4	11	0	0	12	-4	-1	0
CC1CCC(NC(=O)C2CCN(S(=O)(=O)c3ccc4nc5c(c(C(=O)O)c4c3)CC(C)CC5)CC2)CC1 (stereo not drawn)	-8	-8	-17	-5	0	4	-7	4	-1
COc1ccc(OC)c(S(=O)(=O)NC(C)(C)C)c1	0	-5	-15	11	4	-18	-3	-2	-2
Cn1cnnc1SCc1ccc(C(=O)n2ncc(C#N)c2N)cc1	-3	8	-6	24	-13	-35	-1	9	-1
Cc1ccc(S(=O)(=O)N(CCC#N)CCN2CCCC2)cc1	-12	1	-10	16	-8	3	6	-3	-3
CCn1ncc(C2C(C(=O)Nc3ccc(C)cn3)=C(C)NC3=C2C(=O)CCC3)c1C (stereo not drawn)	-23	-14	-6	-424	3	3	2	9	-2
O=C(NNC(=O)C1CCN(Cc2ccc(F)cc2Cl)CC1)Nc1ccc([N+](=O)[O-])cc1	3	25	-12	17	-3	-3	3	-7	-1
O=C(NCC1CCCCC1)C1CCN(C(=O)NC2CCCCC2)CC1	-2	-8	-6	8	-9	4	-1	-10	-2
C=CCN1C(=O)c2ccc(C(=O)NCC(=O)Nc3c(C)cc(C)cc3C)cc2C1=O	-2	3	-12	13	1	-6	3	10	-2
O=S1(=O)CC(O)C(NCc2cccnc2)C1 (stereo not drawn)	3	-3	-12	-3	7	-4	-7	2	-3
COCCCNC(=O)c1c[nH]c2ccc(S(=O)(=O)N3CCC4(CC3)OCCO4)cc2c1=O	0	12	6	18	8	-11	-3	-12	-5
CSc1ncnc2c1ccn2CC(=O)Nc1ccc(C)c(C)c1	1	-22	14	-2	-9	-8	-9	-4	0
O=C(COC(=O)CCc1ccccc1)Nc1cc([N+](=O)[O-])ccc1F	7	7	2	8	-5	-2	6	-5	2
COc1cc(C2N(C)C(=O)c3ccccc3N2C)ccc1O (stereo not drawn)	-40	3	4	-293	-4	13	-4	8	-3
O=C(O)c1cc(C(=O)C2CCCCC2)c[nH]1	4	-1	-10	5	-3	-9	-11	6	-3
COc1ccc(C(=O)n2nc(C)cc2C)cc1Br	6	-3	-2	18	-18	-4	-13	-8	0
O=C(CN1C(=O)S/C(=C/C=C/c2ccccc2)C1=O)Nc1ccc(C(=O)O)cc1	-2	-11	24	-130	6	29	-6	5	-1
CC1Oc2ccccc2N(CC(=O)N2CCc3ccccc32)C1=O (stereo not drawn)	-3	9	-4	12	4	-4	-2	9	0
CCCCN(C)C(=O)c1cc2cc3ccc(OC)cc3nc2o1	0	4	-8	-287	65*	80*	2	76*	-2
O=C(Nc1nccs1)c1ccc2ccccc2n1	-4	-11	6	0	53*	69*	-3	70*	-4
O=C(COC(=O)CCC(=O)c1cccs1)Nc1ccc(F)c(F)c1F	4	5	-4	0	1	-19	-4	9	-1
COc1ccccc1NC(=O)CSc1nc2[nH]ncc2c(=O)[nH]1	3	5	-14	13	12	5	-8	1	2
O=C(CN1CCOCC1)Nc1c(-c2ccccc2)c2cc(Br)ccc2[nH]c1=O	0	-1	-6	-1	4	-14	0	10	-1
Cc1ccccc1-c1cccc([C@@H]2C[C@H]3[C@H](CON3C)CN2S(=O)(=O)c2ccccc2C)c1	-1	.	23	7	.	.	-1	.	.
Cc1cc(C)n(-c2ccc(C(=O)OCC(=O)c3ccc(Br)s3)cc2)n1	10	-10	13	12	-1	-8	0	6	-3
Cc1ccc(/C=N/NC(=O)CCCOc2ccc(Cl)cc2Cl)cc1	1	13	67*	23	-14	3	10	2	-3
CC(C)=CCC/C(C)=C/CNC(=O)C[C@H]1C[C@H](C(=O)N(C(C)C)C(C)C)[C@@]2(C)c3[nH]c4cc(-c5ccco5)ccc4c3CCN2C1=O	-28	.	23	-371	.	.	2	-4	.
CN(C)c1ccc(-c2nc3ccccc3c(=O)[nH]2)cc1	-14	0	-7	i	88*	98*	1	95*	-6
CC(C)(C)OC(=O)N(CCc1ccccc1)Cc1cccc(OCc2cccc(NC(=O)C3CCCC3)c2)c1	-1	.	21	13	.	.	1	.	.
COc1ccc(C)cc1N/C(N)=N/c1nc(C)cc(C)n1	3	7	-3	13	8	-1	6	4	-1
Cn1c(CNC(=O)CNC(=O)c2cccc(Cl)c2)cc(=O)n(C)c1=O	1	-2	0	9	-8	-24	3	-8	-2
COCCn1c(C)cc(/C=C2/SC(=O)N(C(C)C(=O)OC)C2=O)c1C (stereo not drawn)	-53	-4	0	-78	-4	-7	0	-2	-4
O=C(NCCCN1CCN(c2cccc(Cl)c2)CC1)c1ccc(N2CCCC2=O)cc1	3	12	-6	31	-4	4	1	-3	-2
O=C(Nc1cccc(F)c1)c1ccc2c(c1)OCCO2	2	3	27	2	87*	89*	-4	93*	-2
Cc1ccc(/C=C/S(=O)(=O)NCC(=O)OCC(=O)NCc2ccccc2)cc1	0	1	3	5	3	-15	20	-13	-3
CC(C)(C)[C@H]1C=C(C(N)=O)O[C@@H](OCc2ccc(CO)cc2)C1	0	0	-8	9	3	0	-4	-1	-1
O=c1oc2ccccc2c(NC(c2ccccc2)c2ccccc2)c1[N+](=O)[O-]	0	-6	-16	13	-11	-20	5	-11	-1
Cc1cc2cc(CNC(=O)CCC(=O)O)ccc2[nH]1	-10	-4	-10	-4	2	-1	-3	11	-1

Shown with values under each structure: 14 of the compounds above
Value order – SENP1 FRET inh, UBC13 inh, PfG6PD inh, SENP8 block-1, SENP8 block-2, SENP6 inh, HKDC1 inhibitor, SENP7 block, MIN6 prolif
- Cc1cc(C)n(-c2ccc(C(=O)OCC(=O)c3ccc(Br)s3)cc2)n1
→ 10, -10, 13, 12, -1, -8, 0, 6, -3
- Cc1ccc(/C=N/NC(=O)CCCOc2ccc(Cl)cc2Cl)cc1
→ 1, 13, 67*, 23, -14, 3, 10, 2, -3
- CC(C)=CCC/C(C)=C/CNC(=O)C[C@H]1C[C@H](C(=O)N(C(C)C)C(C)C)[C@@]2(C)c3[nH]c4cc(-c5ccco5)ccc4c3CCN2C1=O
→ -28, ., 23, -371, ., ., 2, -4, .
- CN(C)c1ccc(-c2nc3ccccc3c(=O)[nH]2)cc1
→ -14, 0, -7, i, 88*, 98*, 1, 95*, -6
- CC(C)(C)OC(=O)N(CCc1ccccc1)Cc1cccc(OCc2cccc(NC(=O)C3CCCC3)c2)c1
→ -1, ., 21, 13, ., ., 1, ., .
- COc1ccc(C)cc1N/C(N)=N/c1nc(C)cc(C)n1
→ 3, 7, -3, 13, 8, -1, 6, 4, -1
- Cn1c(CNC(=O)CNC(=O)c2cccc(Cl)c2)cc(=O)n(C)c1=O
→ 1, -2, 0, 9, -8, -24, 3, -8, -2
- COCCn1c(C)cc(/C=C2/SC(=O)N(C(C)C(=O)OC)C2=O)c1C (stereo not drawn)
→ -53, -4, 0, -78, -4, -7, 0, -2, -4
- O=C(NCCCN1CCN(c2cccc(Cl)c2)CC1)c1ccc(N2CCCC2=O)cc1
→ 3, 12, -6, 31, -4, 4, 1, -3, -2
- O=C(Nc1cccc(F)c1)c1ccc2c(c1)OCCO2
→ 2, 3, 27, 2, 87*, 89*, -4, 93*, -2
- Cc1ccc(/C=C/S(=O)(=O)NCC(=O)OCC(=O)NCc2ccccc2)cc1
→ 0, 1, 3, 5, 3, -15, 20, -13, -3
- CC(C)(C)[C@H]1C=C(C(N)=O)O[C@@H](OCc2ccc(CO)cc2)C1
→ 0, 0, -8, 9, 3, 0, -4, -1, -1
- O=c1oc2ccccc2c(NC(c2ccccc2)c2ccccc2)c1[N+](=O)[O-]
→ 0, -6, -16, 13, -11, -20, 5, -11, -1
- Cc1cc2cc(CNC(=O)CCC(=O)O)ccc2[nH]1
→ -10, -4, -10, -4, 2, -1, -3, 11, -1

Look-ups from the list:
Reading of CN(C)c1ccc(-c2nc3ccccc3c(=O)[nH]2)cc1 in SENP8 block-2: 88*
Reading of Cn1c(CNC(=O)CNC(=O)c2cccc(Cl)c2)cc(=O)n(C)c1=O in SENP1 FRET inh: 1

Later entries.
SMILES	SENP1 FRET inh	UBC13 inh	PfG6PD inh	SENP8 block-1	SENP8 block-2	SENP6 inh	HKDC1 inhibitor	SENP7 block	MIN6 prolif
Cc1ccccc1NC(=O)c1nn(C)c2c1CS(=O)(=O)c1ccccc1-2	2	1	-8	10	1	7	2	-1	0
CN(C)CC(=O)Nc1cc(C(F)(F)F)ccc1Cl	1	-2	-15	13	7	7	0	11	-3
COc1cc2c(c(OC)c1OC)-c1ccc(OC)c(=O)cc1C(N)CC2 (stereo not drawn)	1	.	-3	14	.	.	-1	.	.
CCOc1ccccc1/C=N/NC(=O)CNC(=O)COc1ccccc1	-3	39	120*	11	3	10	-1	-7	-2
CSC[C@H](NC(=O)COc1cc2c(c3oc(=O)c(C)c(C)c13)CCC(C)(C)O2)C(=O)O	0	3	-4	-280	2	-12	13	3	-1
CCOC(=O)/C(=C/c1ccc(Cl)cc1)NC(=O)c1ccco1	0	1	-12	2	-3	10	-10	16	-2
Cc1ccc(/C=C/C(=O)NC(=S)N2CCN(C)CC2)cc1	-2	-13	7	17	-7	5	-9	-6	-1
COc1ccc(C2=NOC3(CC(=O)N(c4ccc(F)cc4)C3=O)C2)cc1 (stereo not drawn)	2	1	16	28	-1	-25	-4	5	-1
CCOc1ccccc1C(=O)N[C@H](C(=O)OCc1cc(=O)oc2cc(C)ccc12)C(C)C	0	-7	-11	15	-9	-17	-17	-3	-2
CC(=O)N1CCc2cc(S(=O)(=O)N3CC(C)CC(C)C3)ccc21 (stereo not drawn)	2	-1	-4	14	7	1	1	-3	1
Cc1nc(N2CCC(C)CC2)c2nnn(Cc3ccccc3)c2n1	-5	15	1	15	-3	-4	0	-3	-5
COc1ccc(O)c(C(=O)CC(=O)c2ccccc2)c1	.	-3	.	.	22	39	.	-12	-7
O=C(CCn1c(=S)[nH]c2ccccc2c1=O)Nc1cccc(Cl)c1	1	19	18	36	1	5	-3	1	-2
Cc1ccc(CNC(=O)c2nn(C)c3c2CS(=O)(=O)c2ccccc2-3)cc1	0	-6	4	8	7	1	-4	-1	6
COc1cc(C2Oc3ccccc3C=C2[N+](=O)[O-])cc(OC)c1OC (stereo not drawn)	1	.	10	-2	.	.	5	.	.
COCC1CCN(C(=O)c2cc(COc3ccc(OC)c4ccccc34)on2)C1 (stereo not drawn)	-1	-4	21	-2	-14	12	15	-3	6

Bioassay records deposited in PubChem BioAssay by Sanford-Burnham Center for Chemical Genomics.
